Screens (PubChem)
ABHD5 PLIN5 PPI – inhibitors of human ABHD5-perilipin-5 interaction; Split G. princeps luciferase complementation, luminescence, 4 h; AID 602281; inhibition, % at 4 µM; 360,000 tested, 0.78% active;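 active means inhibition above the mean inhibition across every tested compound plus 3 SD, cut at about 22% in these data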;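 further: 0% = DMSO only wells and the 100% control is not disclosed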
Cardio protect – modulators protecting cardiomyocytes from myocardial damage. 360,000 tested, 0.63% active. H9c2 cardiomyocytes, H2O2 injury protection, ATPLite, 2 h. protection from H2O2 cell death, % at 20 µM;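 active means compounds giving at least 50% protection of heart cells from peroxide-induced death in the single-dose screen, raw or plate-pattern-corrected value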;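 further: 0% = DMSO wells with peroxide and 100% = DMSO wells without peroxide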
iPSC survival up – enhancers of human iPSC single-cell survival; hiPSC single-cell survival, ATPlite luminescence; 100% = ROCK inhibitor wells, 0% = DMSO; survival enhancement, % at 20 µM; 360,000 tested, 0.044% active; AID 602274; in the data active means survival enhancement above about 18%;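 further: cells exposed to compounds for 16 hours before the ATP read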
m5-HT2A agonist – activates the mouse 5-HT2A serotonin receptor; P35363; CHO-K1 mHTR2A beta-arrestin complementation, luminescence; percent of 30 µM serotonin response; activation, % at 7.6 µM; 360,000 tested, 0.66% active; AID 624169;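 active means activation above a run cutoff, the mean activation of all tested compounds plus 3 SD, cut at about 14% in these data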;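 further: 0% = plate median of compound wells and 100% = 30 µM serotonin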
Target sequence (P35363 whole entry, looked up): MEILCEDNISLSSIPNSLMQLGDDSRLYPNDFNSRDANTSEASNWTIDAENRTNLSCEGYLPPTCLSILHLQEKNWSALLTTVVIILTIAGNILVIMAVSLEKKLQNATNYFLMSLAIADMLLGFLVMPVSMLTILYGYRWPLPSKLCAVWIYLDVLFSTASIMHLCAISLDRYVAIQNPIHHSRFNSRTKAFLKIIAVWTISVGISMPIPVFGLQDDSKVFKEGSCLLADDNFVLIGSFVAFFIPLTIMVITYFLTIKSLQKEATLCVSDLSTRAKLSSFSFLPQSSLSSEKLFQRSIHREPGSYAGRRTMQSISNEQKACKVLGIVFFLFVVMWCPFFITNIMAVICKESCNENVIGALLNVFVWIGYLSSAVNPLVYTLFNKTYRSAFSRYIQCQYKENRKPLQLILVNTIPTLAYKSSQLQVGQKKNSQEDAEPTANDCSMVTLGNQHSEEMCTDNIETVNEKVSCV
ABCB6 inh 2 – human ABCB6 transporter inhibition; Q9NP58; fluorescence ratio to DMSO, % at 10 µM; AID 602162; 360,000 tested, 0.19% active; K562-ABCB6 porphyrin accumulation, flow cytometry, 1 h; active compounds read low;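 active means fluorescence ratio to DMSO below 75%, the collection mean minus 3 SD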;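 further: signal is porphyrin accumulated inside mitochondria; 100% equals median channel fluorescence of DMSO control wells; lower ratio means ABCB6 inhibition with less porphyrin fluorescence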
Glyco luc inh – N-linked glycosylation inhibition; D54 ERlucT glycosylation luciferase reporter, 24 h; percent of 100 nM tunicamycin response; AID 588692; 360,000 tested, 0.23% active; reporter increase, % at 12.5 µM;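 active means mean luciferase reporter signal, scaled so untreated is 0 and the glycosylation-blocking control 100, at or above a set limit in every replicate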;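 further: luciferase carries N-glycosylation sites so blocking glycosylation raises the light; 0% = median of neutral control wells and 100% = median of 100 nM tunicamycin wells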
MC4R barr agon – activates human MC4R beta-arrestin recruitment | 360,000 tested, 0.98% active | activation, % at 8.9 µM | U2OS MC4R beta-arrestin complementation, luminescence; percent of melanotan II response, DMSO zero | P32245;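 active means activation above a per-plate cutoff, the mean activation of sample wells on that plate plus 3 SD, cut at about 8% in these data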
Target sequence (P32245 whole entry, looked up): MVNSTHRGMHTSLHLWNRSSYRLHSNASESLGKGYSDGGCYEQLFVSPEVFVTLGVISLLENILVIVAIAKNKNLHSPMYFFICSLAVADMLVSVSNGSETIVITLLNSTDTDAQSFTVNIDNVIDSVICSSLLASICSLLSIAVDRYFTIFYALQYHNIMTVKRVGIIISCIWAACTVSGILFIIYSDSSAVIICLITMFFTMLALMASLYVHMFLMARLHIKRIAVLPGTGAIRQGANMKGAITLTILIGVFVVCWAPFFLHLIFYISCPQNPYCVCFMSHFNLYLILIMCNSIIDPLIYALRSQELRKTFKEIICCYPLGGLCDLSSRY
Granule exo inh – lytic granule exocytosis inhibition | inhibition, % at 10 µM | TALL-104 LAMP-1 surface exposure, flow cytometry; cells stimulated with thapsigargin and PMA | 360,000 tested, 0.66% active | AID 651702;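 active means inhibition above about 55%, limit read from the data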
MC4R antagonist – human MC4R antagonism in cAMP assay | P32245 | MC4R-expressing cells, MTII-stimulated cAMP, LANCE TR-FRET | inhibition, % at 6.5 µM | 360,000 tested, 0.48% active;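 active means inhibition above its plate's cutoff, the mean of tested wells on that plate plus 3 SD, cut at about 29% in these data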;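 further: 0% = Melanotan II alone and 100% = Melanotan II plus saturating MCL0020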
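system = U2OS cells with stable human MC4R expression | also added = Melanotan II challenge after compound preincubation | dosing = one concentration, 6.5 µM nominal | incubation = compound 30 min, challenge 1 h, detection 1 h | measured by = TR-FRET with Eu-cAMP and labeled anti-cAMP, 671 nm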
aDG glyco up – alpha-DG glycosylation activation; Pro5-aDG cells, alpha-DG glycosylation AlphaScreen (IIH6); 0% Pro5, 100% B10-LARGE cell signal; activation, % at 10 µM; 360,000 tested, 0.22% active;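 active means activation of at least 8% versus controls, or a plate z-score of at least 8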;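 further: Pro5 are CHO cells carrying HIG-tagged alpha-DG that lacks glycosylation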
Active calls of the source: *; x = no result given.

SMILES | ABHD5 PLIN5 PPI | Cardio protect | iPSC survival up | m5-HT2A agonist | ABCB6 inh 2 | Glyco luc inh | MC4R barr agon | Granule exo inh | MC4R antagonist | aDG glyco up
Cc1ccc(C(=O)CSc2nc3c([nH]2)c(=O)n(C)c(=O)n3C)cc1 | -1 | 3 | -0.2 | 0 | 94 | 2 | 1.7 | -4 | 12 | -0.3
COc1ccc(S(=O)(=O)Nc2ccc3c(c2)C(=O)N([C@H](C)CO)C[C@H](C)[C@@H](CN(C)C(=O)NC2CCCCC2)O3)cc1 | 0 | -1 | 22* | -4 | 96 | 3 | -1.9 | 8 | -1 | 0.0
C/C(CC(=O)Nc1cc(C)ccn1)=N\NC(=O)c1cccc(C)c1 | -6 | 7 | -0.2 | -1 | 102 | 3 | -4.3 | 3 | 13 | -0.1
O=C1N[C@@H](Cc2c[nH]c3ccccc23)COC(=O)[C@H](Cc2ccc(F)cc2)C/C=C\C[C@@H]1CC(=O)N(CCO)Cc1ccccc1 | 6 | 7 | 5.2 | 7 | 98 | -1 | -1.0 | 4 | 12 | 0.2
COc1cc(OC)cc(C(=O)NCCNC(=O)c2ccccn2)c1 | -7 | 1 | 1.0 | -4 | 96 | 0 | -0.5 | -5 | -3 | -0.1
COC(=O)C1=C(C)NC(=O)NC1c1ccc(OC(=O)c2ccco2)cc1 (stereo not drawn) | -1 | 0 | 1.1 | 4 | 80 | 2 | 0.7 | 0 | 2 | 0.5
O=C(COc1ccccc1F)Nc1ccc(S(=O)(=O)Nc2nccs2)cc1 | -16 | -6 | 0.0 | 2 | 93 | 0 | -0.1 | -1 | 7 | -0.1
O=C(NN=C(Cc1ccccc1)Cc1ccccc1)c1ccccc1F | 5 | 6 | 0.4 | 0 | 98 | 0 | -2.0 | 2 | -3 | 0.0
O=C(Nc1ccc2c(c1)C(=O)NC2=O)c1ccccc1 | 4 | -1 | 0.4 | -2 | 99 | 1 | 0.0 | -4 | 22 | 0.0
O=C(c1cc(-c2cccs2)on1)N1CCCc2ccccc21 | -4 | -3 | -2.0 | -2 | 96 | 0 | -0.3 | -4 | -2 | 0.0
COC(=O)c1ccc(COC(=O)CCC(=O)c2cccs2)cc1 | -4 | -4 | -2.1 | 13 | 105 | -1 | -1.1 | -2 | 10 | -0.1
COc1ccc(/C=N/NC(=O)CCn2cnc(-c3ccccc3)c2-c2ccccc2)cc1 | 5 | -7 | -2.8 | 1 | 101 | 4 | -1.6 | -1 | -23 | -0.3
COc1cc(C(=O)N(CCCO)Cc2cc3ccc(C)c(C)c3[nH]c2=O)cc(OC)c1OC | -1 | -1 | 1.2 | -3 | 98 | 4 | -0.4 | 1 | 4 | 0.0
O=C(OCc1nc2scc(-c3ccccc3)c2c(=O)[nH]1)c1cc(Cl)ccc1[N+](=O)[O-] | 2 | -3 | 0.0 | -1 | 94 | 0 | 1.2 | -7 | -4 | -0.2
Cc1cc(/C=C(\C#N)C(=O)O)c(C)n1CCC(C)C | 2 | -3 | 3.2 | -1 | 98 | 2 | -2.0 | 11 | 16 | 0.0
O=C(COc1ccc(Oc2ccccc2)cc1)NCc1cn2ccccc2n1 | 1 | 8 | 4.2 | -2 | 101 | 16 | -2.0 | 0 | -16 | -0.3
CC1Cc2ccccc2N1C(=O)CCS(=O)(=O)c1cccc2nonc12 (stereo not drawn) | 5 | 7 | -2.3 | 1 | 92 | -2 | -0.7 | -1 | 7 | 0.5
O=C(NCc1cccs1)c1cc(-c2ccccn2)nc2ccc(Br)cc12 | 4 | 10 | -0.6 | 6 | 93 | 9 | 4.4 | 4 | -1 | 0.0
Cc1ccc(C(=O)NC2CCCCCC2)o1 | -3 | -1 | -0.7 | -1 | 97 | 0 | -1.4 | 2 | 2 | 0.3
CNN/C(N=Cc1ccc([N+](=O)[O-])s1)=N\S(=O)(=O)c1cc(C)c(Cl)cc1SCc1ccccc1 | -4 | 1 | -1.0 | -5 | 92 | -5 | -0.6 | 2 | 2 | 1.9
O=C(COc1ccc(S(=O)(=O)N2CCOCC2)cc1)N1CCc2ccccc2C1 | -2 | 3 | 0.2 | -2 | 95 | 2 | -1.6 | -1 | 6 | -0.1
Cc1cc(C(C)(C)C)cc(S(=O)(=O)Nc2ccc(C(=O)O)cc2)c1C | 6 | 4 | -0.6 | -2 | 97 | 3 | -0.5 | 5 | 12 | 0.4
Cc1cc(NC(=O)CSc2ncc(C(F)(F)F)cc2Cl)no1 | 6 | 10 | 4.3 | 2 | 103 | 1 | -2.2 | 6 | 3 | -0.1
Cc1nc(-c2ccc(Cl)cc2)sc1C(=O)CBr | 9 | -5 | -2.0 | 0 | 82 | 2 | 0.7 | 0 | 0 | 0.3
COC(=O)c1cccc(NC(=O)c2cccc(-n3cnnn3)c2)c1 | -3 | 5 | -0.1 | -2 | 96 | 0 | 0.9 | -1 | 6 | 0.0
Cc1ccc([N+](=O)[O-])cc1NC(=S)NC(=O)c1ccco1 | -2 | 0 | -1.0 | 1 | 98 | -1 | 1.5 | 1 | 1 | 1.0
Clc1ccc(-c2nnc(C3CC3)o2)cc1 | -2 | -2 | 0.2 | 1 | 99 | 2 | 1.4 | -4 | 5 | 0.0
CC1CCCCC1NC(=O)CN1CCC(NC(=O)c2cccc(F)c2)CC1 (stereo not drawn) | 10 | 1 | 0.3 | -16 | 93 | -3 | 2.5 | -5 | 8 | 0.1
O=C(CCC1CCCC1)N1CCC(N2CCN(c3ccccc3)CC2)CC1 | -1 | -3 | -0.6 | -2 | 101 | 0 | -1.1 | 0 | 5 | 0.2
Cc1c(C(=O)Nc2ccc(OCc3ccccc3)cc2)cccc1[N+](=O)[O-] | 1 | -9 | 3.4 | 4 | 100 | -2 | 7.2 | -4 | 1 | 0.2
O=C(CSc1nc2ccncc2[nH]1)Nc1ccccc1C(F)(F)F | 2 | -2 | -3.2 | -2 | 105 | 1 | 3.1 | -3 | -1 | -0.1
CC(C)(C)OC1NS(=O)(=O)OCC1NCOC(Cl)(Cl)Cl (stereo not drawn) | 3 | 4 | -0.2 | -4 | 96 | 1 | -1.0 | -2 | 4 | 0.4
CCC1CCCCN1S(=O)(=O)c1ccc(NC(=O)CSc2ncccc2C(=O)O)cc1 (stereo not drawn) | 2 | 0 | 0.7 | 1 | 95 | 1 | 1.1 | 8 | 1 | -0.2
COc1ccc(S(=O)(=O)N2CCN(c3ccccc3OC)CC2)cc1 | 0 | -3 | 0.5 | -5 | 110 | -1 | 1.0 | 2 | 7 | 0.0
CCOC(=O)CC(=O)CSc1nc2c(cc1C#N)CCCCC2 | -8 | -14 | -1.8 | 0 | 114 | -6 | -0.4 | 0 | 4 | -0.1
O=C(NC(=S)NCc1ccco1)c1ccccc1 | 3 | -3 | -2.1 | 7 | 102 | -1 | -2.0 | 4 | 22 | -0.1
CC(Oc1ccccc1Cl)C(=O)N(Cc1cccs1)C1CCS(=O)(=O)C1 (stereo not drawn) | 2 | -5 | -1.6 | 2 | 101 | 0 | 1.3 | -1 | -2 | 3.5
O=C(Nc1ccc(F)cc1)C1CC(=O)N(Cc2ccco2)C1 (stereo not drawn) | 2 | 5 | -0.4 | 6 | 96 | x | -1.0 | 4 | 3 | -0.1
CC(C)C1C(=O)N(Cc2cn(CCC3OCCO3)nn2)CCS(=O)(=O)N1Cc1ccc(-c2cccc(N(C)C)c2)cc1 (stereo not drawn) | 8 | 3 | 0.7 | 0 | 97 | -2 | -2.3 | 0 | 4 | -0.2
COc1ccccc1N1CCN(C(=O)C2CCN(C(=O)c3ccccc3C)CC2)CC1 | -1 | -4 | 2.7 | -5 | 105 | x | -4.2 | -10 | -4 | 0.1

Reformatted with values under each structure: part of the list above.
The line under a structure holds: ABHD5 PLIN5 PPI	Cardio protect	iPSC survival up	m5-HT2A agonist	ABCB6 inh 2	Glyco luc inh	MC4R barr agon	Granule exo inh	MC4R antagonist	aDG glyco up
> COc1ccc(S(=O)(=O)N2CCN(c3ccccc3OC)CC2)cc1
    0	-3	0.5	-5	110	-1	1.0	2	7	0.0
> CC(C)C1C(=O)N(Cc2cn(CCC3OCCO3)nn2)CCS(=O)(=O)N1Cc1ccc(-c2cccc(N(C)C)c2)cc1 (stereo not drawn)
    8	3	0.7	0	97	-2	-2.3	0	4	-0.2

Continued:
SMILES | ABHD5 PLIN5 PPI | Cardio protect | iPSC survival up | m5-HT2A agonist | ABCB6 inh 2 | Glyco luc inh | MC4R barr agon | Granule exo inh | MC4R antagonist | aDG glyco up
S=c1[nH]ccn1-c1cccc(Cl)c1 | 4 | 11 | -1.0 | -1 | 96 | -2 | 4.3 | -4 | 3 | 0.4
Cc1cc(C(=O)NN=C(CCC(=O)O)c2cccs2)c(C)o1 | 6 | 4 | -0.8 | -3 | 95 | 0 | -1.0 | 12 | 4 | -0.4
C[C@@H]1CCCN1[C@H]1CS(=O)(=O)N[C@@H]1COCc1ccccc1 | 3 | 3 | -0.7 | -2 | 99 | 1 | x | 0 | x | 0.0
Cc1cc(N2CCN(S(=O)(=O)c3ccc(C)c(C)c3)CC2)c2ccccc2n1 | 0 | -14 | -2.9 | -2 | 77 | 1 | -3.0 | 7 | -7 | 0.7
COc1ccc(OC)c(NC(=O)c2ccc(OC3CSC3)cc2)c1 | -9 | 6 | 1.0 | -4 | 101 | 0 | -3.5 | 4 | 9 | 0.0
CC(C)(C)n1cnc2cc(NC(=O)c3cccs3)ccc21 | 2 | -22 | -0.7 | -1 | 98 | -5 | 0.4 | -1 | -2 | 0.8
O=C(NNC(=O)C12CC3CC(CC(Cl)(C3)C1)C2)c1csc(N2CCOCC2)n1 | -13 | 3 | -0.4 | 12 | 105 | 0 | -1.2 | -11 | 10 | -0.4
COc1ccc(N(C)S(=O)(=O)c2cccc(C(=O)N3CCN(Cc4ccc5c(c4)OCO5)CC3)c2)cc1 | -3 | 0 | -0.5 | 1 | 92 | -5 | -2.3 | 6 | -2 | 0.1
Cc1ccc(NC(=O)N2CCCC2C(=O)Nc2ccc3c(c2)OCCO3)cc1 (stereo not drawn) | -1 | 2 | -0.3 | 2 | 97 | 1 | 0.4 | -15 | -1 | -0.1
C=CCn1c(CCNC(=O)c2ccccc2F)nnc1SCc1nc2ccccc2c(=O)[nH]1 | -3 | 10 | 6.0 | -5 | 86 | -4 | -0.7 | 1 | 3 | -0.2
CCOc1c2ccccc2nn1CCOC | -1 | -3 | 1.1 | 5 | 95 | 1 | -0.2 | 10 | 2 | -0.1
CCc1ccccc1-n1c(SCC(=O)N2CCCC2)nc2[nH]ncc2c1=O | 0 | -4 | -1.4 | 3 | 95 | -1 | -2.7 | -2 | 7 | -0.4
NS(=O)(=O)c1ccc(NC(=S)NCCc2ccccc2)cc1 | -2 | 2 | -0.8 | -3 | 88 | -3 | -1.1 | 2 | -2 | 1.1
O=C(CSc1nnc(CN2CCOCC2)n1-c1ccccc1)Nc1ccc(Cl)cc1 | -1 | 4 | -2.2 | 4 | 91 | 1 | -0.3 | -2 | 9 | 0.2
COCCOC(=O)C1=C(C)NC(=O)NC1c1ccc(OC(=O)c2ccco2)c(OC)c1 (stereo not drawn) | 0 | 3 | 1.5 | 2 | 96 | 2 | 0.7 | 1 | -1 | -0.2
O=C(CNCC1CCCO1)N1CCCc2ccccc21 (stereo not drawn) | -1 | -1 | -0.7 | 0 | 91 | 2 | -0.2 | 0 | -2 | 0.1

Compounds were not picked by outcome. Share with any hit: about 4.5%.
